Compound activity: PubChem, several laboratories
Rtt109 HAT inh = inhibitors of C. albicans Rtt109/Vps75 HAT, primary screen, biochemical, ThioGlo CoA-SH fluorescence, plate reader. 330,000 compounds, 0.16% hits. purified Rtt109/Vps75, 4 h. Histone acetyltransferase RTT109 (Candida albicans (strain SC5314 / ATCC MYA-2876)), …. inhibition, % at 34.9 µM;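 active means inhibition of at least 50% in every replicate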
LANA DNA inh = inhibitors of KSHV C-LANA binding to DNA, primary screen, biochemical, fluorescence polarization, FAM-LBS DNA, MBP-C-LANA, single point; Kaposi's sarcoma herpesvirus LANA C-terminal domain (residues 932-1162) DNA binding; inhibition, % at 9 µM; 340,000 compounds, 0.078% hits; AID 504423, 2011;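 active means highest replicate inhibition at or above 60% at 9 µM, even if other replicates fall short; inactive means all replicates below 60% inhibition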;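 further: 0% = neutral control wells and 100% = 4 µM acridine orange control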
PKA-R2B act = activators of PKA-R2B holoenzyme, primary screen, biochemical, fluorescence polarization, Cy5-IP20, human; cAMP-dependent protein kinase catalytic subunit beta (Homo sapiens) + cAMP-dependent …; PKA-R2B holoenzyme dissociation; R2B truncated from residue 108, S112A mutant; 0% DMSO only, 100% 113 µM cGMP; activation, % at 11.4 µM; 340,000 compounds, 0.079% hits;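 active means activation above a cutoff set at the mean over all compounds plus 3 SD, cut at about 18% in these data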;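 further: higher means more holoenzyme dissociation and a rise in polarization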
Target sequence (P31323 whole entry, looked up, other chains not shown, the tested form may be a part): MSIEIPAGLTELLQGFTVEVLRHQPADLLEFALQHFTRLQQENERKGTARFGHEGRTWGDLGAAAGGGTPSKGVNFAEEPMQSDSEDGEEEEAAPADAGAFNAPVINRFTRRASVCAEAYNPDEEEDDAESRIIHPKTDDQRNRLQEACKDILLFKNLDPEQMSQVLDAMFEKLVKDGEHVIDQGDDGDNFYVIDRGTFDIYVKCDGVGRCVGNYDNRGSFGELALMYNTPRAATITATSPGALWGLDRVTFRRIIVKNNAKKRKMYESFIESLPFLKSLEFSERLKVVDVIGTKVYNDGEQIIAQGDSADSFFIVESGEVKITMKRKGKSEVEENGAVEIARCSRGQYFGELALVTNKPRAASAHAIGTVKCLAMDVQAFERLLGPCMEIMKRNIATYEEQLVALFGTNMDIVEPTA
SR-BI uptake up = activators of SR-BI mediated DiI-HDL uptake, primary screen, ldlA[mSR-BI] CHO cells, DiI fluorescence | 320,000 compounds, 0.096% hits | 3 h; 100 = double the neutral-control signal | activation, % at 12.5 µM;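 active means mean replicate activation of at least 60% and every replicate at or above 60%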;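 further: 0% = median plate neutral-control signal and 100% = twice that signal; values of inactives mirror those of a sister screen read the other way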
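Test system: SR-BI-overexpressing, LDLR-lacking CHO cells; Also added: labelled HDL, 10 µg/mL; Measured by: bottom-read cell fluorescence after medium removal, ex 550/em 595 nm; Timing: 3 h uptake period with compound, 37 °C; Buffer or medium: F12, 0.5% BSA, 25 mM HEPES; Doses: single compound concentration, delivered by pin transfer.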
DAGLB inhibitor = DAGLB lipase inhibitors, primary screen, biochemical, fluorescence, HTS. AID 504411, 2011. HEK293T DAGLB membrane lysate, EnzChek fluorogenic substrate. Diacylglycerol lipase-beta (Homo sapiens), Q8NCG7. 340,000 compounds, 0.059% hits. inhibition, % at 5.17 µM; in the data active means inhibition above about 34%;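 further: 0% = enzyme with vehicle and 100% = wells lacking enzyme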
RTF Ca sens act = cardiac RTF calcium sensitivity activators, primary screen, biochemical, IANBD-TnC fluorescence, EC20 calcium. Troponin I, cardiac muscle (Homo sapiens) + Troponin T, cardiac muscle (Homo sapiens) + …. IANBD-labeled TnC RTF fluorescence at EC20 calcium; 0% EC20 calcium, 100% full calcium. activation, % at 7.2 µM. 340,000 compounds, 0.24% hits. AID 493008, 2010;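 active means activation above the mean over all tested compounds plus 3 SD, cut at about 30% in these data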;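 further: rise in fluorescence read as greater calcium sensitivity of cardiac thin filaments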
Keap1-Nrf2 PPI = Keap1-Nrf2 protein-protein interaction inhibitors, primary screen, biochemical, fluorescence polarization, single point. Kelch-like ECH-associated protein 1 (Homo sapiens), Q14145. Keap1 Kelch-Nrf2 peptide fluorescence polarization, 1536-well. inhibition, % at 9.4 µM. 340,000 compounds, 0.15% hits. AID 504523, 2011; in the data active means inhibition above about 12%;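 further: human Keap1 Kelch domain with fluorescein labeled Nrf2 9mer peptide probe; 0% = neutral control wells and 100% = peptide positive control; higher means more block of Keap1 binding to Nrf2 peptide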
Target sequence (Q14145 whole entry, looked up, the tested form may be a part): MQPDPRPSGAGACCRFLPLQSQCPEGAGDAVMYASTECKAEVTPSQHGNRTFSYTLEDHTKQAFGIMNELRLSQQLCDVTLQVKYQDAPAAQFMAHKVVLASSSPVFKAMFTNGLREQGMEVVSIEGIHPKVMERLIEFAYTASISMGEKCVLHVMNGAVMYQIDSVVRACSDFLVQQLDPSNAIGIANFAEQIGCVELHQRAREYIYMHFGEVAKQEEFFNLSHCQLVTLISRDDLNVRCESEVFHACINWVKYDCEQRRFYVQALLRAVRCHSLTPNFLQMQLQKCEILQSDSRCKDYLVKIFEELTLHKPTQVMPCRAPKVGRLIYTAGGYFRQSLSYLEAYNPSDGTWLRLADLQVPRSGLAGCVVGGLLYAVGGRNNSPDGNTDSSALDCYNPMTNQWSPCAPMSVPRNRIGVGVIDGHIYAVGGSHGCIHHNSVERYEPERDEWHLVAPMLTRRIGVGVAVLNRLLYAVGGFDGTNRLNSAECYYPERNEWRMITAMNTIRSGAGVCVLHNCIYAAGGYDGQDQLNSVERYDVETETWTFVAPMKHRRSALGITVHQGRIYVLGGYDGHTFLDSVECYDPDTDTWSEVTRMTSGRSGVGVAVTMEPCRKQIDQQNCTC
CAL PDZ FP-1 = CAL PDZ peptide-binding inhibitors, primary screen, biochemical, fluorescence polarization, Cer-tagged CAL PDZ, HTS | Golgi-associated PDZ and coiled-coil motif-containing protein (Homo sapiens), Q9HD26 | purified CAL PDZ, TMR-peptide fluorescence polarization, 1 h | inhibition, % at 20 µM | 330,000 compounds, 0.02% hits | AID 504414, 2011;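 active means highest replicate inhibition of at least 40%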;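 further: plate controls were DMSO neutral control wells for no effect and unlabeled competitor peptide control wells for full effect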
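Material – purified CerCALP PDZ construct · Detection – FP readout, S and P plane fluorescence · Measure – percent inhibition from loss of millipolarization · Controls – unlabelled peptide for full inhibition, DMSO wells as neutral · Probe or stimulus – TMR-labelled reporter peptide T*-PRC34 bound in PDZ groove · Times – 1 h at RT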
Cardiac RTF inh = cardiac RTF calcium sensitivity inhibitors, primary screen, biochemical, IANBD-TnC fluorescence, EC70 calcium. Troponin I, cardiac muscle (Homo sapiens) + Troponin T, cardiac muscle (Homo sapiens) + …. IANBD-labeled cardiac RTF, Ca2+ fluorescence. inhibition, % at 7.15 µM. 340,000 compounds, 0.12% hits;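 active means inhibition above the mean inhibition of all tested compounds plus 3 SD, cut at about 17% in these data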;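 further: assay run at fixed EC70 calcium of 1.6 mM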
CAL PDZ FP-2 = untagged CAL PDZ binding inhibitors, primary screen, biochemical, fluorescence polarization, HTS | Golgi-associated PDZ and coiled-coil motif-containing protein (Homo sapiens), Q9HD26 | inhibition, % at 24.9 µM | purified CAL PDZ, TMR-peptide fluorescence polarization, 1 h | 300,000 compounds, 0.92% hits | AID 602252, 2012;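 active means mean inhibition of at least 30% with at least half of replicates also reaching 30%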;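 further: 0% = DMSO neutral control and 100% = excess unlabeled competitor peptide PRC23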
* = called active by the depositor; nt = not tested or not shown.

Rtt109 HAT inh,LANA DNA inh,PKA-R2B act,SR-BI uptake up,DAGLB inhibitor,RTF Ca sens act,Keap1-Nrf2 PPI,CAL PDZ FP-1,Cardiac RTF inh,CAL PDZ FP-2,Compound
-4,0.3,6,-49,0,-1,0,-3.6,-1,-4,Cn1c(=O)c2cn(-c3cccc4ccccc34)cc2n(C)c1=O
0,-1.1,-4,7,0,-1,1,0.4,-9,-2,COc1ccc(/C=N\NC(=O)COc2ccc(Cl)cc2Cl)c(C(=O)O)c1OC
19,2.0,-2,6,-2,-3,-1,-2.0,2,-6,COc1ccc(N(CC(=O)NCCSC2CCCCC2)S(=O)(=O)c2ccccc2)c(OC)c1
-7,2.8,-2,-26,2,-3,-5,-0.6,-1,-3,COc1ccc2c(c1)SCC/C2=C\CN1C(=O)CCC1=O
-6,3.2,-5,-27,-1,-5,0,-0.6,-7,1,Cc1nn(Cc2ccccc2)c(C)c1NC(=O)c1cc(-c2cccs2)on1
14,1.8,2,12,0,-4,0,0.2,-11,-5,CCS(=O)(=O)Nc1cccc(C2=NN(S(=O)(=O)c3ccc(C)cc3)C(c3cccs3)C2)c1 (stereo not given)
0,-2.1,-3,-34,-6,-2,-4,-2.0,3,23,CCCN(C(=O)c1ccco1)c1nnc(-c2ccccc2C)s1
3,2.1,-10,29,2,-2,4,-0.4,-7,-1,O=C(O)c1cc([N+](=O)[O-])c(N2CCCC2)c([N+](=O)[O-])c1
16,1.4,-5,-29,-1,3,1,-1.1,-8,13,CCOc1nc(-c2ccccc2)ccc1-c1noc(-c2cccnc2)n1
nt,1.1,-4,13,-4,-4,-3,-1.9,5,-1,Cc1cc(C)n(C(=O)/C(C#N)=C/N(C)C)n1
-7,0.1,-5,nt,-1,-3,0,-1.4,-6,1,O=C(COC(=O)Cc1n[nH]c(=O)c2ccccc12)Nc1ccc(Cl)cc1F
-4,0.3,0,16,0,-10,-3,1.0,3,1,CCC1CCCCN1C(=O)CN1C(=O)c2ccccc2S1(=O)=O (stereo not given)
20,-0.6,-10,-7,-3,-1,0,-1.8,2,nt,Cc1cccc(C)c1OCCOC(=O)c1n[nH]c2ccccc12
1,-1.2,-10,nt,9,-5,-6,2.7,0,-2,Cc1ccccc1N/N=C/c1sc(=O)n(Cc2cccc(C(=O)O)c2)c1Cl
7,0.6,-16,-36,-3,3,-2,-0.3,-11,-4,C=C(c1ccc(O)cc1)c1ccc(O)cc1
6,0.0,-1,-12,-2,0,-2,-0.6,-10,6,CCOc1cccc(CN2CCC(n3nccc3NC(=O)C3CC3)CC2)c1O
-5,0.3,-4,-1,-3,-4,-2,-1.3,0,1,O=C(CN1C(=O)CCSc2ccccc21)NC1CCCCC1
27,-0.1,-6,4,-4,-4,-3,-1.9,-3,-4,CCCn1ncc(CN2CCC(n3nccc3NC(=O)c3ccccc3Cl)CC2)c1C
24,0.8,4,18,0,-5,4,-1.9,-7,-3,COc1ccc(OCCOC(=O)CNC(=O)c2cccc(C)c2)cc1
-4,-0.2,10,-10,0,1,-4,-1.0,3,nt,CCS(=O)(=O)n1nc(-c2cccnc2)nc1NCc1ccc(F)cc1

Gathered by group, those above containing an aryl methoxy group (4)
Rtt109 HAT inh,LANA DNA inh,PKA-R2B act,SR-BI uptake up,DAGLB inhibitor,RTF Ca sens act,Keap1-Nrf2 PPI,CAL PDZ FP-1,Cardiac RTF inh,CAL PDZ FP-2,Compound
0,-1.1,-4,7,0,-1,1,0.4,-9,-2,COc1ccc(/C=N\NC(=O)COc2ccc(Cl)cc2Cl)c(C(=O)O)c1OC
19,2.0,-2,6,-2,-3,-1,-2.0,2,-6,COc1ccc(N(CC(=O)NCCSC2CCCCC2)S(=O)(=O)c2ccccc2)c(OC)c1
-7,2.8,-2,-26,2,-3,-5,-0.6,-1,-3,COc1ccc2c(c1)SCC/C2=C\CN1C(=O)CCC1=O
24,0.8,4,18,0,-5,4,-1.9,-7,-3,COc1ccc(OCCOC(=O)CNC(=O)c2cccc(C)c2)cc1

Further structures:
Rtt109 HAT inh,LANA DNA inh,PKA-R2B act,SR-BI uptake up,DAGLB inhibitor,RTF Ca sens act,Keap1-Nrf2 PPI,CAL PDZ FP-1,Cardiac RTF inh,CAL PDZ FP-2,Compound
-2,1.3,-8,25,-2,2,-3,-0.8,2,-3,CCOC(=O)c1ccc(NC(=S)NCCCN2CCOCC2)cc1
-10,0.1,2,-24,-3,-3,1,-0.7,0,-3,O=C(Nc1ccc(SC(F)F)cc1)c1cccc2nc3ccccc3nc12
-5,-2.1,-4,-1,-2,1,-3,-1.0,0,-3,CC(=O)Nc1ccc(C(=O)COC(=O)Cc2ccsc2)c(F)c1
-1,-0.7,0,-1,-1,-2,-1,-4.5,6,-5,CC(=O)c1ccc(NC(=O)c2ccc([N+](=O)[O-])o2)cc1
-3,0.4,-6,-7,0,5,-1,0.0,-7,nt,O=C1c2cccc3cccc(c23)C(=O)N1Cc1ccccc1
14,4.0,-18,-16,-4,-3,-1,-1.7,6,-4,CCCc1ccc(C2=Nn3c(nnc3C(C)C)SC2)cc1
-5,0.0,5,2,-3,-3,-1,0.7,-6,0,COc1ccc(C(=O)c2c[nH]cc2-c2ccccc2)cc1
-8,0.9,-1,-6,0,0,-4,1.0,-3,2,Cc1ccccc1OCC(=O)NCCN(C)C
8,-0.1,-11,-49,-1,6,4,-0.1,-5,-8,O=C(/C=C\c1ccccc1)Nc1ccc(NC(=O)c2ccco2)cc1
5,17,-3,nt,-3,-4,-3,-2.8,1,-2,CN(CC(=O)NCc1ccccc1Cl)S(=O)(=O)c1cccs1
8,-0.7,13,2,0,-1,-7,-0.9,2,-4,NC(=O)c1ccc(-c2noc(-c3ccccc3F)n2)cc1
-7,0.6,0,2,-5,14,-1,-0.1,-3,-1,CN1C(=O)C(C(=O)NC(C)(C)C)C2c3ccccc3OC13CCCCC23 (stereo not given)
7,-2.0,-12,15,0,3,1,-2.1,-8,3,NC(=O)COc1c(-c2ccco2)oc2ccccc2c1=O
-9,-2.0,0,-17,0,-5,-2,-2.5,2,-5,CC(=O)c1cc(Cl)ccc1OCc1cccc(S(=O)(=O)N2CCOCC2)c1
23,0.5,1,nt,12,-1,-2,-1.9,-5,-2,O=C(N/N=C/c1ccc([N+](=O)[O-])o1)c1ccccc1NS(=O)(=O)c1cccs1
-13,0.3,-1,-15,-2,10,-6,-5.0,-3,nt,CC(=O)CSc1ccc(-c2nc3cc(C)c(C)cc3[nH]2)cn1
1,0.4,0,34,1,1,-3,-0.1,-35,-2,O=C(CC1SC(=O)NC1=O)Nc1ccc(Cl)cc1 (stereo not given)
-3,-1.1,-6,1,-2,-1,-6,-1.9,1,-3,CCNc1nc(Cl)nc(NCCOc2ccc(C)cc2)n1
3,-0.6,-9,34,-1,2,2,-0.4,-25,5,Cc1ccsc1C(=O)Nc1cccc(S(=O)(=O)N(C)C)c1
-8,1.5,15,-40,1,7,2,-1.7,-2,-5,O=c1c(Cl)c(NCc2ccccc2Cl)cnn1C12CC3CC(CC(C3)C1)C2
-15,0.6,-2,7,-2,4,1,-1.0,-8,-4,Cc1ccc(C)c(NC(=O)c2nnn(Cc3ccccc3)c2N)c1
13,-1.5,1,-8,0,4,3,-3.2,-2,0,CC(=O)N1c2ccc(S(=O)(=O)N3CCC(C(=O)Nc4ccc(F)cc4)CC3)cc2CC1C (stereo not given)
15,0.1,13,-32,-7,-6,4,0.1,2,-2,COc1cccc(Nc2nc(N)c([N+](=O)[O-])c(NCc3ccccc3)n2)c1
-13,0.4,0,7,1,2,-3,-0.7,-8,-4,Cc1ccc(CN2C(=O)CCC2C(=O)NCc2cccnc2)cc1 (stereo not given)
-9,1.8,-4,3,1,2,1,-0.2,-2,-2,COc1ccc(Nc2nc3ccccc3c(=O)[nH]2)cc1
-3,2.5,13,5,0,-2,-5,-1.4,-1,-5,CCOC(=O)C1CCN(C(=O)c2c(C)oc3c2C(=O)c2ccccc2C3=O)CC1
0,3.3,11,24,-6,-4,-4,-2.8,7,-5,CCOc1ncccc1C(=O)OCC(=O)Nc1c(C)cc(C)cc1C
4,-1.5,-12,-5,-2,-6,6,-1.7,-6,10,CCOC(=O)c1ccc(NC(=O)CSc2nnc(-c3cccs3)n2C)cc1
-7,0.0,-7,24,-1,-4,-3,-0.7,-3,-3,FC(F)(F)c1ccccc1NC(=S)N1CCCCCC1
4,-0.6,-6,-3,0,-2,-5,-0.6,4,-5,CCOC(=O)/C=C1/SCC(=O)N1CC(=O)NC12CC3CC(CC(C3)C1)C2
-8,-1.1,4,-9,1,5,-1,-0.9,-7,nt,N/C(=N\O)c1ccc(N2CCN(c3ncccc3C(F)(F)F)CC2)nc1
-14,-0.7,-4,-46,1,0,-3,-0.7,-4,-2,CCOc1ccc(CCNC(=O)CSc2cc(=O)n(C)c3ccccc23)cc1OCC

Reprinted at random: four compounds from above.
Rtt109 HAT inh,LANA DNA inh,PKA-R2B act,SR-BI uptake up,DAGLB inhibitor,RTF Ca sens act,Keap1-Nrf2 PPI,CAL PDZ FP-1,Cardiac RTF inh,CAL PDZ FP-2,Compound
-15,0.6,-2,7,-2,4,1,-1.0,-8,-4,Cc1ccc(C)c(NC(=O)c2nnn(Cc3ccccc3)c2N)c1
-3,2.5,13,5,0,-2,-5,-1.4,-1,-5,CCOC(=O)C1CCN(C(=O)c2c(C)oc3c2C(=O)c2ccccc2C3=O)CC1
-8,-1.1,4,-9,1,5,-1,-0.9,-7,nt,N/C(=N\O)c1ccc(N2CCN(c3ncccc3C(F)(F)F)CC2)nc1
-14,-0.7,-4,-46,1,0,-3,-0.7,-4,-2,CCOc1ccc(CCNC(=O)CSc2cc(=O)n(C)c3ccccc23)cc1OCC
